Source: PubChem BioAssay (Broad Institute)
ERp5 inh: blocks human ERp5 reductase activity on insulin | ERp5 insulin aggregation, absorbance 650 nm, 90 min | inhibition, % at 9.99 µM | 350,000 tested, 0.05% active;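 active = mean replicate inhibition above about 25%, with every replicate also reaching it, limit read from the data, passing the limit was not always enough; inconclusive = only one of those two criteria met; inactive = neither criterion met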
Target sequence (Q15084 whole entry, looked up): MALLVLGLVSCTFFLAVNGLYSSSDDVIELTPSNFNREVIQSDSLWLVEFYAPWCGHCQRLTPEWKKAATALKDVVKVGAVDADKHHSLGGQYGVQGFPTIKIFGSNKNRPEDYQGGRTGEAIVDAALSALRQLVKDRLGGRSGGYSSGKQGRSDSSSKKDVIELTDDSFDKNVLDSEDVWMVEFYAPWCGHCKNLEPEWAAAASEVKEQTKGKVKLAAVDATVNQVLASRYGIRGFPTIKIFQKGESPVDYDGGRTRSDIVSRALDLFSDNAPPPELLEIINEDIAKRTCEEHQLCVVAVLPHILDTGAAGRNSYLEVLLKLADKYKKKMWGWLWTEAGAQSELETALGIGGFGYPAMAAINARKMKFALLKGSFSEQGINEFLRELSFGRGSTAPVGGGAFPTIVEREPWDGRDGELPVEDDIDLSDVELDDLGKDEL
GSIS activator: primary screen for activators of insulin secretion dependent on glucose, INS-1E cells, GLuc reporter luminescence; AID 743287; 370,000 tested, 0.61% active; INS-1E GLuc reporter insulin secretion, 2-3 h; activation, % at 16.6 µM;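 active = lowest replicate activation of at least 40%, so every replicate reaches that level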;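 also: 0% = median of neutral control wells and 100% = median of IBMX positive control wells; some compounds called inactive have numbers as strong as hits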
EWS-Fli inh: blocks EWS/Fli oncoprotein-driven transcription; inhibition, % at 12.6 µM; 350,000 tested, 0.67% active; A673 NR0B1-luciferase reporter, viability-normalised;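 active = mean inhibition of at least 50% after viability correction, with every replicate also passing that limit; inconclusive = mean reaches 50% but only one of two replicates passes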;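 also: firefly luciferase signal divided by Alamar Blue viability fluorescence both relative to DMSO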
CFTR F508del cor: correctors of CFTR F508del function in bronchial epithelial cells; CFBE cells, YFP halide quenching; stimulated with forskolin plus potentiator P3; % fluorescence drop versus neutral controls; activity (quench increase), % at 7.58 µM; 350,000 tested, 0.36% active;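 active = mean added fluorescence quench of at least 8% versus neutral control, with both replicates also reaching 8%; inconclusive = only one of the mean or replicate conditions met; inactive = mean below 8% and not both replicates reaching 8%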;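 also: cells transiently co-express mutant CFTR-F508del with the halide-sensitive YFP; corrector assay measuring rescue of mutant channel to the surface after 24 h compound exposure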
ARNT TACC3 PPI: disrupts binding between human ARNT and TACC3; Q9Y6A5; AlphaScreen His-ARNT PAS-B/GST-TACC3 binding, luminescence; TACC3 fragment carries E629A point mutation; inhibition, % at 9.99 µM; 390,000 tested, 0.66% active; AID 623870;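 active = mean inhibition of replicates at least 50% and at least half of replicates each reaching 50%; inconclusive = half or more replicates reach 50% but mean below 50%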;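 also: 0% = complete ARNT plus TACC3 wells and 100% = ARNT alone without TACC3; many hits fall short of the cut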
Xi reactivation: X-chromosome reactivation activator; AID 743238; activation, % at 7.58 µM; 360,000 tested, 0.055% active; XiGFP mouse fibroblasts, % GFP-positive cells imaging, 3 d; cells co-treated with 5-aza-dC sensitizer; scaled so ellipticine positive control = 100%;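 active = mean normalized replicate activation at least 10% and every replicate at or above 10%; inconclusive = only one of the two criteria met; inactive = mean below 10% and not all replicates reach 10%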;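 also: 0% = median of on-plate neutral control wells and 100% = ellipticine 6 µM median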
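System: SV40-immortalized XiGFP fibroblast cells, line 68-5-11 / Incubation: 3-day compound exposure, then 15 min fixation at room temperature / Compound: single concentration per compound, delivered by pin transfer / Buffer or medium: DMEM plus 5-aza-dC sensitizer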
DENV2 CPE: protects cells from dengue virus 2 cytopathic effect; DENV2-infected cells, cytopathic effect rescue, plate reader; CPE inhibition, % at 9.99 µM; 350,000 tested, 1.7% active; in the data active = CPE inhibition above about 20%, passing the limit was not always enough; inconclusive = no clear call, values can overlap the other calls; tested in BHK-21 cells;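 also: 0% = median of neutral control wells and 100% = median of positive control wells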
PAX8 reporter: inhibitors of PAX8 transcriptional activity in RMG-I cells; RMG-I TPO-luciferase reporter, SteadyGlo, 24 h; inhibition, % at 12.6 µM; 360,000 tested, 1.2% active; AID 652154;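 active = mean replicate inhibition at least 60% with every replicate also reaching 60%; inconclusive = only one of the two criteria is met; inactive = mean below 60% and not all replicates reaching 60%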;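 also: luciferase light reporting Pax8 driven TPO promoter activity; plate controls were median of neutral control wells for no effect and mitoxantrone controls for full effect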
An asterisk follows results filed as active; ? = inconclusive; . = no result given.

SMILES	ERp5 inh	GSIS activator	EWS-Fli inh	CFTR F508del cor	ARNT TACC3 PPI	Xi reactivation	DENV2 CPE	PAX8 reporter
COC(=O)C[C@H]1CC[C@H]2[C@@H](COc3ccc(NC(=O)Nc4ccc(Cl)cc4)cc3C(=O)N2C)O1	.	-14	-7	0.0	-5	0.2	3	-2
O=C(C[C@H]1C/C=C\C[C@@H](Cc2ccc(F)cc2)C(=O)O[C@H](c2ccccc2)CNC1=O)N[C@@H](CO)Cc1ccccc1	.	11	2	-1.4	3	0.1	.	-3
CCCOC(=O)N[C@@H]1C(=O)N2C(C(=O)OCCC)=C(C)CS[C@H]12	-2	-13	-4	0.0	2	0.0	-3	5
Cc1c(C(=O)NCc2ccc(F)cc2)sc(=O)n1Cc1ccc(Cl)c(Cl)c1	-1	-35	0	2.9	.	-0.1	4	6
CCN(CC)CCCC(C)NC(=O)c1ccc(C(F)(F)F)cc1 (stereo not drawn)	-2	-5	14	-0.4	-2	-0.1	-2	-9
CC(C(=O)Nc1ccc(Cl)cc1)c1ncc(C(F)(F)F)cc1Cl (stereo not drawn)	-9	19	8	-1.5	-3	.	1	.
COCC(=O)N1CCC(Oc2ccc(C(=O)N(C)Cc3nccs3)cc2)CC1	6	4	8	-0.9	-19	0.2	-2	1
C[C@@H]1CN([C@H](C)CO)C(=O)Cc2cc(NC(=O)Nc3cccc4ccccc34)ccc2O[C@H]1CN(C)S(=O)(=O)c1cn(C)cn1	8	-4	9	-0.8	.	0.0	14	-7
COc1cc2c(O)cc(C(=O)O)c(-c3cc(OC)c(OC)c(OC)c3)c2cc1OC	1	12	-4	-1.6	6	0.0	-2	.
O=C(N/N=C/c1cccnc1)c1cccc(NC(=O)c2ccccc2Cl)c1	-1	1	-52	-0.1	-13	0.6	-2	-5
COc1ccc2c3c(n(C)c2c1)[C@H](CO)N(C(=O)c1ccc(F)cc1)CC31CCN(C(C)=O)CC1	-2	15	-9	-3.4	.	0.1	18	.
CN1CCc2c(sc3c2C(=O)NC(/C=C/c2ccco2)N3)C1 (stereo not drawn)	5	7	-4	-0.1	1	.	-7	.
Cc1cccc(Nc2ccc([N+](=O)[O-])cc2C(=O)O)c1	-2	-13	2	-2.6	.	0.1	?	?
CC(C)c1ccc(NC2CCCN(C(=O)c3cnsn3)C2)cc1 (stereo not drawn)	4	10	.	-3.7	6	0.0	-13	11
COc1ccc(C(C)(NC(C)=O)c2nc(-c3cc(F)cc(F)c3)cs2)cc1 (stereo not drawn)	2	-10	-16	2.3	.	0.4	-7	3
COc1cc(OC)cc(C(=O)NC(C(=O)NCc2ccccn2)C(C)C)c1 (stereo not drawn)	-1	5	-9	-0.2	-21	0.1	4	-15
COCCNC(=O)CN(C(=O)Cn1nnc2ccccc21)c1ccc(C)cc1	3	-1	2	-0.5	-13	0.0	2	0
COc1ccc(S(=O)(=O)N2CCC3(CC2)OCCN3S(=O)(=O)c2ccc(OC)cc2)cc1	4	-21	13	1.2	-2	0.3	-6	16
O/N=C(\Cc1cscn1)c1ccc(O)cc1O	-3	17	-6	-3.4	1	.	8	.
O=c1[nH]c(CSc2nnc(-c3ccccc3)n2-c2ccccc2)nc2ccccc12	-2	15	13	0.7	.	-0.1	4	3

Another view of some results above:
Molecule,ERp5 inh,GSIS activator,EWS-Fli inh,CFTR F508del cor,ARNT TACC3 PPI,Xi reactivation,DENV2 CPE,PAX8 reporter
O/N=C(\Cc1cscn1)c1ccc(O)cc1O,-3,17,-6,-3.4,1,.,8,.
COc1ccc2c3c(n(C)c2c1)[C@H](CO)N(C(=O)c1ccc(F)cc1)CC31CCN(C(C)=O)CC1,-2,15,-9,-3.4,.,0.1,18,.
O=c1[nH]c(CSc2nnc(-c3ccccc3)n2-c2ccccc2)nc2ccccc12,-2,15,13,0.7,.,-0.1,4,3

(listing goes on)
SMILES	ERp5 inh	GSIS activator	EWS-Fli inh	CFTR F508del cor	ARNT TACC3 PPI	Xi reactivation	DENV2 CPE	PAX8 reporter
Cn1cc(Br)c(-c2cccc(NC(=O)CCC(=O)O)c2)n1	-7	1	1	0.1	-4	0.2	-3	-4
O=C(Nc1ccc(Cl)cc1)OCCN1CCOCC1	1	13	-33	0.5	-2	0.0	1	.
CCN(CC)C(=O)C1=C(C)N(CCCN2CCCC2=O)C(=O)C(CC(=O)NC(c2ccccc2)c2ccccc2)C1 (stereo not drawn)	-5	7	-15	-3.6	.	0.1	7	-18
Cc1ccc2nc(NC(=O)/C=C/c3ccc4c(c3)OCO4)sc2c1	.	23	.	.	-8	0.0	.	5
O=C(NNC(=S)NCc1ccco1)c1ccc(S(=O)(=O)N2CCOCC2)cc1	-4	-6	1	2.5	19	-0.1	-4	-2
Cc1noc(C)c1COC(=O)Cc1ccc(Br)cc1	0	12	3	2.2	.	0.0	0	8
Cc1ccc(OCc2ccc(C#N)cc2)c(C(=O)c2cc(C#N)c(=O)n(C3CC3)c2)c1	-1	3	2	3.6	.	0.2	1	10
CC1CCN(C(=S)NC(=O)c2cccc([N+](=O)[O-])c2)CC1	4	-7	9	2.5	.	0.1	-13	2
C[C@@H](NC(=O)Cn1cnc2c(OCc3ccccc3)ncnc21)c1cccc2ccccc12	1	45	-6	-1.1	-1	0.0	-1	3
COc1ccccc1CNC(=O)CCCn1nc(C)c2c(C)n(-c3ccc(C)cc3)nc2c1=O	-9	-34	9	4.5	5	0.0	0	16

5 entries out of the list, ordered by count of non-hydrogen atoms, highest first.
SMILES	ERp5 inh	GSIS activator	EWS-Fli inh	CFTR F508del cor	ARNT TACC3 PPI	Xi reactivation	DENV2 CPE	PAX8 reporter
COc1ccccc1CNC(=O)CCCn1nc(C)c2c(C)n(-c3ccc(C)cc3)nc2c1=O	-9	-34	9	4.5	5	0.0	0	16
C[C@@H](NC(=O)Cn1cnc2c(OCc3ccccc3)ncnc21)c1cccc2ccccc12	1	45	-6	-1.1	-1	0.0	-1	3
Cc1ccc(OCc2ccc(C#N)cc2)c(C(=O)c2cc(C#N)c(=O)n(C3CC3)c2)c1	-1	3	2	3.6	.	0.2	1	10
Cn1cc(Br)c(-c2cccc(NC(=O)CCC(=O)O)c2)n1	-7	1	1	0.1	-4	0.2	-3	-4
Cc1noc(C)c1COC(=O)Cc1ccc(Br)cc1	0	12	3	2.2	.	0.0	0	8

(list continues)
SMILES	ERp5 inh	GSIS activator	EWS-Fli inh	CFTR F508del cor	ARNT TACC3 PPI	Xi reactivation	DENV2 CPE	PAX8 reporter
COc1ccc(C(N)=O)cc1N	3	7	.	.	0	.	.	-6
O=C(Nc1ccccc1)c1cccc(NC(=O)c2ccco2)c1	4	7	-9	-1.2	-4	-0.1	-4	0
COc1ccc(C)cc1NC(=O)C(OC(=O)c1cc(C)oc1C)c1ccccc1 (stereo not drawn)	.	-19	.	.	-6	0.3	.	19
COc1cccc(CNC(=O)[C@@H]2[C@@H](CO)[C@@H]3Cn4c(ccc(-c5cncnc5)c4=O)[C@@H]3N2C)c1	-2	8	-5	0.1	1	0.2	7	-6
CC(=O)c1ccccc1OCCOc1ncnc2sccc12	-2	15	-7	2.8	-1	-0.1	.	-6
Cc1cccc(C)c1-n1nnnc1C1(C)CCC(=O)N1Cc1cccs1 (stereo not drawn)	-2	53*	-2	-2.3	.	0.0	57*	-28
CC(=O)c1sc2nsc(SCCN3CCCCC3)c2c1N	-1	.	-59	-1.4	4	0.0	5	-38
CCOC(=O)c1c(NC(=S)Nc2ccccc2)sc2c1CC(C)(C)SC2	3	1	6	7.3	0	0.6	1	1
O=c1c2cnn(-c3ccccc3Cl)c2ncn1Cc1cccnc1	-5	-1	1	-3.2	-4	.	-4	.
COc1ccccc1NC(=O)Cc1nc(=O)[nH]c(=O)[nH]1	3	3	-1	-1.1	.	0.1	-3	-9
COC(=O)Cn1cnc2c(NC(=O)c3ccccc3)ncnc21	-3	15	-20	3.8	.	0.0	1	-15
CCCCn1c(N)c(N(CC(C)C)C(=O)CSC(C)C(=O)Nc2cc(C)on2)c(=O)[nH]c1=O (stereo not drawn)	0	9	-9	-6.4	.	0.0	?	-5
Cc1c(Cl)cccc1NC(=S)NC(=O)CCN1C(=O)c2ccccc2C1=O	-3	.	-9	.	-3	0.1	?	-13
Cc1cc(C)n(-c2ccc(C(=O)N3CCC(CO)(Cc4ccccc4)CC3)cc2)n1	5	-20	-8	-0.2	2	0.3	3	24
COc1ccccc1NC(=O)CSc1nnc2ccccn12	-1	.	-12	4.0	.	0.0	10	-3
C[C@@H]1CN([C@H](C)CO)C(=O)c2cc(/C=C/c3ccccc3)cnc2O[C@H]1CN(C)C(=O)C1CC1	.	-6	-3	-1.9	.	-0.4	.	.
CCCC(=O)N1CC2(C1)CN(C(=O)C1CCOCC1)[C@H](CO)c1[nH]c3cc(OC)ccc3c12	-4	28	-10	-2.6	.	0.3	6	-15
C[C@H](O)C#Cc1cnc2c(c1)C(=O)N([C@@H](C)CO)C[C@H](C)[C@H](CN(C)C(=O)CN(C)C)O2	1	-2	-7	1.1	-7	-1.1	-3	.
CC(C)NC(=O)Nc1cccc2c1O[C@@H](CN(C)CC1CC1)[C@H](C)CN([C@@H](C)CO)C2=O	-1	29	2	1.2	8	2.7	-1	-3
O=C1Nc2c(Br)cc(Br)c3cccc1c23	-2	1	4	0.0	-1	0.0	2	-22
C[C@H](CO)N1C[C@H](C)[C@@H](CN(C)Cc2ccc3c(c2)OCO3)Oc2ncc(Br)cc2C1=O	0	37	-3	2.2	-2	0.3	-12	.
Cc1ccc(C(=O)NC2CCc3ccccc3C2=O)cc1 (stereo not drawn)	-2	2	-234	-4.1	-1	0.1	.	-110
CCOC(=O)C1(C)CCN1C(=O)c1cc2ccccc2s1 (stereo not drawn)	-3	2	1	-1.8	.	0.0	-3	-11
Cc1ccc(C(=O)Nc2cccnc2)cc1C	-3	23	-87	-0.8	.	0.3	-8	-42
O=C(COc1ccc2ccccc2c1)Nc1ccncc1	2	-6	-1	-0.5	0	0.1	6	-6
Cc1ccc(NC(=O)C2(C)CCN2C(C)C)cc1C (stereo not drawn)	-1	5	5	-1.0	.	0.0	3	6
CC[n+]1c(/C=C(\C)SC)sc2ccccc21	-11	-21	1	3.7	6	.	.	.
Cn1c(Cn2c(=O)sc3ccccc32)nnc1SCC(=O)Nc1ccc(F)cc1	0	9	0	3.7	-2	0.2	-5	-12
CN1CCN(C(=O)C2CCN(S(=O)(=O)c3ccc(F)cc3)CC2)CC1	4	6	-30	-0.5	-2	0.0	-2	-19
COCC(=O)N1CC2(C1)[C@@H](c1ccc(-c3cccc(F)c3)cc1)[C@@H](CO)N2C(=O)C1CC1	0	-8	4	-0.1	.	0.1	0	.
COc1ccccc1-c1ccc([C@@H]2[C@H](CO)N3CCCCN(C(=O)CN4CCOCC4)C[C@@H]23)cc1	1	7	-2	3.3	9	0.1	17	33
CN1c2ccc(C3=CCCCC3)cc2[C@H]2[C@H](CCN2S(=O)(=O)c2ccccc2)[C@@H]1CO	6	2	7	4.1	-2	0.4	-15	1
CCCn1nc(NS(=O)(=O)c2cccc3nonc23)c2cc3ccccc3nc21	0	7	13	-0.6	-3	0.1	4	16
Cc1oc2ccc(O)cc2c1C(=O)c1ccccc1	1	26	-1	-2.7	1	0.0	-3	5
COc1ccc(C(=O)OCC(=O)NC2CC2)cc1[N+](=O)[O-]	1	-8	-11	.	-12	0.4	-2	1
Brc1ccccc1-n1nnc(-c2nccs2)n1	-5	30	-62	1.5	1	-0.6	16	-172
